Screening data (PubChem BioAssay)
HEK293 tox: qHTS of GLP-1 Receptor Inverse Agonists: Cytotox Screen; HEK293 cAMP-luciferase reporter cells, luminescence, 24 h; Potency, µM (highest dose often 38.3 µM), for inactives: top-dose activity change, negative = inhibition, usual class: inhibitors; hit rate 0.13% among 410,000;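 note: loss of luciferase light is scored as toxicity; potency is the fitted concentration of half-maximal effect; % is set by controls: 0 for no effect and ±100 for the full control effect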
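A 23 nL compound transfer followed 12 hours of cell culture at 37 deg C; exposure then lasted 24 hr. Luciferase assay detection reagent was dispensed and plates read for luminescence after a 12 min room-temperature wait.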
aSyn yeast inh: qHTS of alpha-syn Inhibitors; Yeast expressing alpha-synuclein, growth rescue, BacTiter-Glo, 24 h; Potency, µM (series often up to 46.1 µM), for inactives: top-dose growth rescue (activation), hits mostly activators; hit rate 0.14% among 370,000; note: potency is the fitted concentration of half-maximal effect; % of control where 0% means no effect; nearly all actives have a fitted effect of over 65% in size
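Rescue of yeast growth: cells expressing toxic alpha-synuclein, induced in galactose at OD600 0.02, incubated with compound 24 h at 30 C. ATP luminescence quantified growth; inhibitors of toxicity appear as activators.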
Abeta yeast res: qHTS for compounds that reverse cellular toxicity of Amyloid beta (A-beta) peptide in yeast: Primary Screen. hit rate 0.063% among 410,000. yeast expressing A-beta42, growth rescue, OD600, 48 h; response scale: 0% DMSO, 100% iron-clioquinol control. Potency, µM (top dose mostly 46.1 µM), inactives show at the top dose growth rescue, hits mostly activators; note: potency is the fitted concentration of half-maximal effect; nearly all actives have a fitted effect of over 55% in size
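Growth rescue measured by 600 nm absorbance after 48 h yeast culture at 30 C with compound. Values normalized between DMSO and an equimolar ferric chloride plus clioquinol control.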
Mm-Cpn inhibitor: Inhibitors of TCP-1 ring complex (TRiC) of Methanococcus maripaludis (MmCpn): qHTS | Chaperonin Mm-Cpn (Methanococcus maripaludis) | purified Mm-Cpn ATPase, ADP Transcreener TR-FRET | Potency, µM (titrated, usually from 76.9 µM), for inactives: top-dose activity, negative = inhibition, usual class: inhibitors | hit rate 0.031% among 330,000 | AID 504842, 2011; note: potency is the fitted concentration of half-maximal effect; % is set by controls: 0 for no effect and ±100 for the full control effect; nearly all actives have a fitted effect of over 80% in size
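Compound-treated chaperonin, 25 nM final, turns over 10 uM ATP at 37°C for 30 min following a 10 min preincubation; ADP generated competes with ADP-d2 for Eu-cryptate antibody, lowering FRET.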
PTHR1 ag: qHTS for PTHR1 Agonists: Primary Screen | hit rate 0.075% among 410,000 | AID 743266, 2014 | Parathyroid hormone/parathyroid hormone-related peptide receptor (Homo sapiens), Q03431 | Potency, µM (doses to about 115 µM), inactives show top-dose activation, hits mostly activators | HEK293 GP2 PTHR1 cells, GloSensor cAMP luminescence, 1 h; note: potency is the fitted concentration of half-maximal effect; nearly all actives have a fitted effect of over 55% in size; some results filed as inactive show a strong effect at the top dose; inactives centre near -15; many of its hits are not listed in these tables
Target sequence (Q03431 whole entry, looked up): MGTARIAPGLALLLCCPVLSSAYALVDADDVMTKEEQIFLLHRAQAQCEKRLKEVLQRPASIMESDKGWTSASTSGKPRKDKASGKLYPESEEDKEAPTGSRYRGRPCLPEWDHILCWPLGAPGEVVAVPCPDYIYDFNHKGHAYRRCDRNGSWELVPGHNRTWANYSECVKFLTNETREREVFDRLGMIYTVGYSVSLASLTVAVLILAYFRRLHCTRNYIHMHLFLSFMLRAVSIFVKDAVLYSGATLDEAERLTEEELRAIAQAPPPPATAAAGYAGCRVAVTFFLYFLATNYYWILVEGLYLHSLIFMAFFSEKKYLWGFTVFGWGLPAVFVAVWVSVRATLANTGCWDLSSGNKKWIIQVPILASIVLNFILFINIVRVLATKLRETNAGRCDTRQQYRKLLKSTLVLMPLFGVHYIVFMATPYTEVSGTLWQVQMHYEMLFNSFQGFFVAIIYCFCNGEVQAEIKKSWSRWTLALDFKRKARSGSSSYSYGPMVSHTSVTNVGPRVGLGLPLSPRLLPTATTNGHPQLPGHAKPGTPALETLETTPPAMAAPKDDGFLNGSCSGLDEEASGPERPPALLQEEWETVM
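HEK-293-derived GP2 cells expressing PTHR1 and a GloSensor cAMP reporter, 3,000/well, plated overnight, given luciferin plus IBMX (each 0.5 mM as added) for 1 h at 37 °C, then compound for 1 h at 37 °C. Luminescence was read after 15 min at room temperature.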
GLP1R inv ag: qHTS of GLP-1 Receptor Inverse Agonists (Inhibition Mode); hit rate 1.6% among 410,000; HEK293 GLP-1R CRE-luciferase, luminescence, 24 h; GLP-1R form is constitutively active; Potency, µM (highest dose often 38.3 µM), for inactives: top-dose activity change, negative = inhibition, hits mostly inhibitors; note: potency is the fitted concentration of half-maximal effect; % is set by controls: 0 for no effect and ±100 for the full control effect; nearly all actives have a fitted effect of over 55% in size
Target sequence (P43220 whole entry, looked up): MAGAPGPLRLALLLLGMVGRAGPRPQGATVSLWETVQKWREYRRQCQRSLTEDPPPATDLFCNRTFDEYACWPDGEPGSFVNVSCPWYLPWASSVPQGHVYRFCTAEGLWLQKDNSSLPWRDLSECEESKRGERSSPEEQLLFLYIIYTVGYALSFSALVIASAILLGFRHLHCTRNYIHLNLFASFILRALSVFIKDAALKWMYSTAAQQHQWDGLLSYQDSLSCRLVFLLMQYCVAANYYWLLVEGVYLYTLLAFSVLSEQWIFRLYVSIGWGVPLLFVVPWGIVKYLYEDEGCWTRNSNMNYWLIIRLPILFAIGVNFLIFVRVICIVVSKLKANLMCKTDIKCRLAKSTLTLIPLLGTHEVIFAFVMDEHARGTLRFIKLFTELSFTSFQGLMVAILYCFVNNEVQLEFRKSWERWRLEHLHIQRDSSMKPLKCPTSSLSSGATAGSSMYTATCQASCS
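qHTS in 1536-well format: reporter HEK293 cells expressing constitutive GLP-1R activity in DMEM + 10% Nu serum, 24 hr with compounds at 37 deg C, luminescence read after 12 min with detection reagent.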
TDP-43 yeast inh: qHTS of TDP-43 Inhibitors; TDP-43 expressing yeast growth rescue, BacTiter-Glo, 24 h; Potency, µM (highest dose often 46.1 µM), for the others: top-dose growth rescue (activation), hits mostly activators; hit rate 1.8% among 410,000; AID 652104, 2013; note: potency is the fitted concentration of half-maximal effect; % of control where 0% means no effect; nearly all actives have a fitted effect of over 50% in size
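Galactose-induced TDP-43 yeast, OD600=0.02, compound pinned; 24 hr, 30 deg C; BacTiter-Glo luminescence for growth. Inhibitors of TDP-43 toxicity read as activators.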
pAkt inh: HTS Assay for Inhibitors of Akt Phophorylation: Primary Screen. Neuro2A IGF-stimulated pAkt S473 HTRF, 20 min; hits give low values. activity change, % for hits at 50 µM. AID 651550, 2012. hit rate 0.32% among 360,000; in the data active = activity change below about -80%; inconclusive = mostly about -51% to -80%; note: % is set by controls: 0 for no effect and ±100 for the full control effect
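Neuro2A cells (4,500/well, DMEM with 0.5% FBS) were treated with compound at a single 50 µM final concentration, stimulated with 6 nM IGF for 20 min at 37 °C, and lysed. Phospho-Akt Ser473 was read by HTRF as 665/615 ratio ×10^4.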
FUS suppressor: qHTS for Suppressors of FUS Proteinopathy: Primary screen using FUS-linked yeast assay | Potency, µM (series often up to 76.6 µM), inactives show at the top dose growth rescue (activation), hits mostly activators | S. cerevisiae FUS-expressing, growth rescue, OD600, 24 h | hit rate 0.24% among 390,000 | AID 1347120, 2019;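 note: potency is the fitted concentration of half-maximal effect; plate controls were DMSO vehicle for no effect and reference control for full effect; nearly all actives have a fitted effect of over 55% in size; some results filed as inactive show a strong effect at the top dose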
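Read-out: OD at 600 nm after 24hr at 30C, reporting rescue of FUS-induced yeast toxicity. Cells at OD 0.005 in galactose (2%) minimal medium; compounds tested in a dilution series; CP55940 titration from 92uM final as control.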
Numbers without * were called inactive; i = inactive; ? = inconclusive; . = no result given; & = joins results of further samples; ! = a repeat was not active; [ ] = remark or other dose. Unless noted, calls come from the whole dose curve; as a rule, active = well fitted curve in the direction sought with a large enough effect; inconclusive = small, poorly fitted or top-dose-only effect, or another doubt; inactive = no such curve, though single readings can be large; an effect the other way counts as inactive or inconclusive. These rows are one share of the data, so the mix of outcomes need not match the whole.

no.	canonical_smiles	HEK293 tox	aSyn yeast inh	Abeta yeast res	Mm-Cpn inhibitor	PTHR1 ag	GLP1R inv ag	TDP-43 yeast inh	pAkt inh	FUS suppressor
1	Cc1cccc(Cn2c(N3CCCCC3C)nc3c2c(=O)[nH]c(=O)n3C)c1 (stereo not given)	-23.8%	-5.5%	-3.7%	-0.9%	-9.5%	?	2.1%	i	14.2%
2	CCCc1cc(C(=O)Nc2sc(C)c(C)c2C(=O)OCC)no1	-1.1%	-7.3%	0.7%	-4.5%	-18.6%	20.1%	-1.0%	i	-36.5%
3	COc1ccccc1N1CCN(c2ccc(=O)n(CC(=O)Nc3cc(F)ccc3C)n2)CC1	3.1%	.	-14.0%	.	i	10.9%	-1.7%	.	10.9%
4	Cc1cc(=O)oc2cc(OCC(=O)Nc3nnc(C(C)C)s3)ccc12	5.6%	-0.8%	17.8%	?	-57.2%[inhibitor][57.5 µM]	1.8%	6.0%	i	4.9%
5	O=C(NNC(=S)Nc1ccc(Br)cc1Cl)c1ccncc1	13.6%	-4.2%	7.1%	-0.9%	i	2.0%	?	i	15.3%
6	COc1ccc(C2CC(c3ccc(C(F)(F)F)cc3)=NN2c2ccc(S(N)(=O)=O)cc2)cc1 (stereo not given)	.	?	-13.5%	-7.7%	-8.5%	?	12.6µM*	i	?
7	CCOc1ccc(NC(=O)CN2CCCN(Cc3cc(C)ccc3C)S2(=O)=O)cc1	0.1%	.	-7.1%	.	i	?	7.6%	.	14.2%
8	COc1ccc(OC)c(-c2cc(C(=O)Nc3ccc(F)cc3F)no2)c1	2.1%	-11.6%	7.0%	-4.0%	-35.1%[inhibitor]	23.8%	-3.7%	i	7.5%
9	CC(=O)Nc1ccc2nc(NC(=O)COc3cccc(C)c3)sc2c1	-1.7%[0.307 µM]	0.0%	11.3%	-1.9%	i	-2.3%[0.307 µM]	-12.2%	i	40.3%
10	C=CCn1c(N)cc(=O)nc1SC(C)C(=O)Nc1ccc(C(=O)OCC)cc1 (stereo not given)	-3.1%	0.4%	1.7%	0.5%	-19.9%	45.0%[activator]	-4.1%	i	29.4%
11	CCOc1ccc2nc(NCCNC(=O)C(C)C)c(C)cc2c1	-6.0%	5.6%	-3.6%	0.9%	i	?	6.6%	i	14.1%
12	CN(CC(=O)Nc1ccccc1Cl)C(=O)CSc1nncs1	-4.3%	3.0%	-15.4%	-3.1%	i	11.9%	-24.6%	i	1.6%
13	CCCCC[C@@H](C)N1C[C@H](COCc2ccccc2)Oc2cc(N3CC[C@H](O)C3)ccc2S1(=O)=O	-21.9%	7.3%	-5.2%	.	i	?	17.0%	i	?
14	O=C(c1ccc(OC2CCN(CCc3ccccc3)CC2)cc1)N1CCC[C@H]1CO	-4.1%	-19.3%	-1.8%	1.0%	-14.5%	?	-2.2%	i	5.0%
15	CC1CCCCC1NC(=O)COc1ccc(C#N)cc1 (stereo not given)	-5.9%	0.7%	1.2%	0.4%	-6.8%	-11.9%	24.3%	i	26.8%
16	Cc1cc(C)c2c(C)nn(C3CCCCC3)c2n1	-3.3%	2.2%	-7.9%	4.7%	i	3.9%	-4.5%	i	8.6%
17	COc1ccc(C=Nc2ccc3[nH]ncc3c2)c(O)c1	2.2%	6.9%	-1.1%	1.6%	i	-7.4%	-9.7%[9.22 µM]	i	3.6%
18	COC(=O)c1cc(OC)nc(OC)c1	-1.7%	0.3%	7.1%	0.2%	-23.3%	10.3%	3.6%	i	-10.1%
19	CCN(CC)CCNC(=O)C1CCN(S(=O)(=O)c2c(C)noc2/C=C/c2ccccc2F)CC1	?	2.4%	12.4%&5.7%	-3.4%	-16.6%&6.9%	3.16µM*!	-2.9%&5.0%	i	9.2%&10.8%
20	O=C(/C=C/c1ccc([N+](=O)[O-])cc1)c1ccccc(=O)c1O	?	-34.1%[inhibitor]	-6.1%	.	-45.1%[inhibitor]	-6.5%	-76.5%[inhibitor]	i	.
21	CCN(CC(=O)NCc1ccc(F)cc1)C(=O)COc1ccc2ccccc2c1	10.4%	1.3%	-2.4%	-0.2%	-18.7%	?	6.5%	i	.
22	OCCCNc1ncnc2c1ncn2[C@H]1CN(Cc2ccc(-c3ccccc3)cc2)C[C@@H](CO)O1	-5.1%	3.0%	-18.6%	.	-48.6%[inhibitor]	5.3%	10.3%	.	23.4%
23	COc1ccc(NC(=O)N2CCCn3nc(C)cc32)cc1OC	1.0%	.	-12.0%	.	-20.3%	9.1%	16.0%	.	0.1%
24	CCOC(=O)C(C)n1nc(C)c2sc3ccccc3c2c1=O (stereo not given)	26.6%	3.1%	11.2%	-2.6%	29.1%[57.5 µM]	-4.6%	-9.0%	i	9.6%

A draw from above in order of molecular weight, smallest number first.
no.	canonical_smiles	HEK293 tox	aSyn yeast inh	Abeta yeast res	Mm-Cpn inhibitor	PTHR1 ag	GLP1R inv ag	TDP-43 yeast inh	pAkt inh	FUS suppressor
18	COC(=O)c1cc(OC)nc(OC)c1	-1.7%	0.3%	7.1%	0.2%	-23.3%	10.3%	3.6%	i	-10.1%
17	COc1ccc(C=Nc2ccc3[nH]ncc3c2)c(O)c1	2.2%	6.9%	-1.1%	1.6%	i	-7.4%	-9.7%[9.22 µM]	i	3.6%
23	COc1ccc(NC(=O)N2CCCn3nc(C)cc32)cc1OC	1.0%	.	-12.0%	.	-20.3%	9.1%	16.0%	.	0.1%

Following part
no.	canonical_smiles	HEK293 tox	aSyn yeast inh	Abeta yeast res	Mm-Cpn inhibitor	PTHR1 ag	GLP1R inv ag	TDP-43 yeast inh	pAkt inh	FUS suppressor
25	O=C(CN1C(=O)c2ccccc2C1=O)NCC(=O)Nc1ccccc1	7.5%	-3.3%	-9.2%	.	-20.0%	18.4%	12.5%	i	.
26	COc1cccc(CC(=O)OCC(=O)NC(=O)c2ccc(OC(F)F)cc2)c1	-3.8%	-0.3%	12.1%	-8.9%	-19.7%	10.6%	26.0%	i	15.1%
27	O=C(Cc1ccc(F)cc1)Nc1nnc(SCC(=O)NC2CCCC2)s1	0.9%[0.307 µM]	-8.5%	12.2%	1.8%	-1.1%	-0.2%[0.307 µM]	-16.3%	i	7.1%
28	Nc1nc2ccc(Br)cc2s1	21.9%	-14.6%	4.7%	.	i	30.8%[activator]	?	i	-9.0%
29	O=C(O)c1ccc(CSc2nnc(COc3ccc(Cl)cc3Cl)o2)cc1	5.1%	8.9%	25.6%	2.0%	-29.1%	0.8%	11.5%	i	-6.0%
30	COc1ccccc1OP(=O)(O)Oc1ccccc1OC	-9.1%	10.0%	3.6%	?	i	10.5%	9.9%	i	-4.9%
31	CC(C)(C)NC(=O)CN(C(=O)CS(=O)CC(=O)Nc1ccc(F)cc1)c1ccc2c(c1)OCCO2 (stereo not given)	-1.5%	2.6%	2.4%	-0.8%	i	19.1%	12.7%	i	-4.8%
32	CC(OC(=O)CCN=C1NS(=O)(=O)c2ccccc21)C(=O)Nc1ccc(F)cc1Cl (stereo not given)	-0.6%	-6.3%	-5.7%	-7.3%	i	7.6%	-4.6%	i	11.6%
33	Cc1ccc(CNC(=O)c2csc3c2CCCCC3)cc1	0.0%	2.5%	6.4%	0.2%	i	-4.1%	20.9%	i	12.5%
34	C/C(=N\NC(=O)C(=O)Nc1cc(Cl)ccc1Cl)c1ccncc1	10.3%	-15.9%	-12.6%	0.8%	-8.6%	0.0%	-20.1%	i	.
35	O=C(Nc1ccc(Cl)cc1)c1ccc2c(=O)n3c(nc2c1)CCCCC3	-1.4%	0.8%	1.7%	-4.3%	-62.8%[inhibitor]	-23.2%	16.0%	i	7.0%
36	Clc1ccccc1Cn1nnc2ccccc21	18.2%	-9.3%	17.0%	-1.4%	-24.6%	?	0.0%	i	-14.3%
37	O=C(NCc1csc(-c2cccs2)n1)c1cccc(Cl)c1	5.0%	-4.9%	-52.9%[inhibitor]	-16.7%	-61.4%[inhibitor]	?	28.2%	i	8.1%
38	Cc1cc(C(=O)N2CCN(C/C=C/c3ccccc3)CC2)cs1	-18.8%	-6.1%	15.1%	1.8%	-1.6%	?	-7.8%	i	.
39	Cn1ccnc1SCC(=O)Nc1ccccc1	3.7%	1.7%	-6.9%	0.2%	-28.9%	2.9%	-3.3%	i	-4.2%
40	Cc1nc(NCc2ccco2)c2c(C)c(C)sc2n1	?	13.1%	-8.2%	-1.0%	-25.0%[57.5 µM]	?	-3.4%	i	22.5%
41	COC(=O)c1cc(C)sc1NC(=O)C1CC=CCC1C(=O)O (stereo not given)	-4.6%	0.8%	18.6%	-16.0%	i	7.6%	-14.0%	i	12.3%
42	Cc1cc(=O)[nH]c(SCC(=O)Nc2cc(S(=O)(=O)N(C)C)ccc2Cl)n1	2.5%	-1.2%	5.5%	3.8%	i	-5.8%	3.0%	i	-15.5%
43	O=c1c2ccccc2oc2cc(-c3ccc(CN4CCOCC4)cc3)ccc12	2.0%	-1.5%	-38.1%[inhibitor]	0.4%	-47.9%[inhibitor]	-9.3%	-14.3%	i	0.4%
